RAD54 inh – RAD54 (human) branch migration inhibition; Q92698; RAD54 Holliday junction branch migration, FAM/BHQ fluorescence; inhibition, % at 10.4 µM; 360,000 compounds, 0.14% hits;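 active = mean normalized replicate activity at least 40 and at least half of replicates scoring 40 or more; inconclusive = only one of the two criteria met; inactive = mean below 40 and under half of replicates reaching 40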;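 also: 0% = median of neutral control wells and 100% = median of positive control wells; inhibitors cause a drop in the FAM fluorescence signal; in these data hits start at about 50%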
INS-1E GSIS act – GLuc luminescence reporter in INS-1E cells, primary screen for activators of glucose-dependent secretion of insulin; 370,000 compounds, 0.61% hits; INS-1E GLuc reporter insulin secretion, 2-3 h; AID 743287; activation, % at 16.6 µM;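 active = lowest replicate activation of at least 40%, so every replicate reaches that level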;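 also: 0% = median of neutral control wells and 100% = median of IBMX positive control wells; some compounds called inactive have numbers as strong as hits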
XiGFP reactiv – activators of X-chromosome reactivation in mouse fibroblasts | XiGFP mouse fibroblasts, % GFP-positive cells imaging, 3 d; cells co-treated with 5-aza-dC sensitizer; scaled so ellipticine positive control = 100% | activation, % at 7.58 µM | 360,000 compounds, 0.055% hits | AID 743238;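 active = mean normalized replicate activation at least 10% and every replicate at or above 10%; inconclusive = only one of the two criteria met; inactive = mean below 10% and not all replicates reach 10%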;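 also: 0% = median of on-plate neutral control wells and 100% = ellipticine 6 µM median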
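System: 68-5-11 XiGFP fibroblast line | Buffer or medium: DMEM containing 5-aza-dC | Compound: Single point | Times: Compounds 3 days, fix/stain 15 min at room temperature | Benchmarks: Positive control ellipticine, 6 µM final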
DENV2 CPE rescue – inhibitors of DENV2 cytopathic effect. DENV2-infected cells, cytopathic effect rescue, plate reader. CPE inhibition, % at 9.99 µM. 350,000 compounds, 1.7% hits. AID 651640; in the data active = CPE inhibition above about 20%, passing the limit was not always enough; inconclusive = no clear call, values can overlap the other calls; tested in BHK-21 cells;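 also: 0% = median of neutral control wells and 100% = median of positive control wells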
E-sel inducer – induces E-selectin expression in human endothelial cells | P16581 | HUVEC E-selectin immunofluorescence imaging; normalized: neutral wells 0, TNF-alpha wells 100 | activation, % at 7.58 µM | 260,000 compounds, 0.37% hits | AID 686992;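 active = mean E-selectin-positive cell signal at least 10% of the positive control, reached in at least 60% of replicates, without over 20% cell loss; inconclusive = no rule given, readout overlaps actives, possibly toxicity-flagged; inactive = the rest, including those meeting only one limit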;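 also: in these data hits start at about 27%; measured in HUVEC primary endothelial cells; signal is the percent of cells scored E-selectin positive by PE staining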
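Material: HUVEC primary endothelial cells; Amount: 3,000 cells per well; Dosing: single concentration; Medium: EGM-2 growth medium on 0.1% gelatin-coated wells; Read-out basis: percent E-selectin-positive cells; Signal: immunofluorescence imaging; Control set: TNF-alpha, DMSO.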
CFTR F508del cor – correctors of CFTR F508del function in bronchial epithelial cells; AID 720511; CFBE cells, YFP halide quenching; stimulated with forskolin plus potentiator P3; % fluorescence drop versus neutral controls; activity (quench increase), % at 7.58 µM; 350,000 compounds, 0.36% hits;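 active = mean added fluorescence quench of at least 8% versus neutral control, with both replicates also reaching 8%; inconclusive = only one of the mean or replicate conditions met; inactive = mean below 8% and not both replicates reaching 8%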;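 also: cells transiently co-express mutant CFTR-F508del with the halide-sensitive YFP; corrector assay measuring rescue of mutant channel to the surface after 24 h compound exposure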
RAD52 anneal inh – RAD52 (human) annealing inhibition | inhibition, % at 18.7 µM | recombinant RAD52 DNA annealing, FRET fluorescence | 360,000 compounds, 0.46% hits | P43351;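 active = every replicate showing at least 50% inhibition; inconclusive = mean inhibition at least 50% but not in every replicate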
Target sequence (P43351 whole entry, looked up): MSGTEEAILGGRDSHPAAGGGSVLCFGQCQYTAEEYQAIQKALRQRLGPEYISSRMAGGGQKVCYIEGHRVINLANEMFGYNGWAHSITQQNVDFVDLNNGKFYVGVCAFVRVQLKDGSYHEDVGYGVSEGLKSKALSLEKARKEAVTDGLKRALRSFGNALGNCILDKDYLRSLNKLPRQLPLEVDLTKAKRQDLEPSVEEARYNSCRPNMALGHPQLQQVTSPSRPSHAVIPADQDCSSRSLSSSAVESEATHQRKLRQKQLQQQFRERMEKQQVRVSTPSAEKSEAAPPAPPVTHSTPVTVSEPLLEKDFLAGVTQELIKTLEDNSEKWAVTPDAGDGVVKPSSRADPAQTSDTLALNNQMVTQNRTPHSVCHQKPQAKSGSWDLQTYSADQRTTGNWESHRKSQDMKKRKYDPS
CASP6 VEID inh – caspase-6 (human) enzyme inhibition | P55212 | AID 686996 | inhibition, % at 12.5 µM | 350,000 compounds, 0.53% hits | purified caspase-6, Z-VEID-R110 cleavage fluorescence;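 active = mean inhibition across replicates at least about 35%, with every replicate also reaching that limit, limit read from the data; inconclusive = only one of the two criteria met; inactive = neither criterion met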;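 also: 0% = median of neutral control wells and 100% = no fluorescence left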
Target sequence (P55212 24-179 limits assumed): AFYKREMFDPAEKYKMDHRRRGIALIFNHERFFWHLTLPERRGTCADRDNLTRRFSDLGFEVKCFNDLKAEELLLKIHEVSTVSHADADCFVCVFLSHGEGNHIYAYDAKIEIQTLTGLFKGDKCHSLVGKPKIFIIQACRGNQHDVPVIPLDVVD
Target sequence (P55212 194-293 limits assumed): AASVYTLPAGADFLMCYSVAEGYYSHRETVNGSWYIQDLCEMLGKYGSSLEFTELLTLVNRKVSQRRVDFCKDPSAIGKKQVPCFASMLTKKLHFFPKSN
* marks the source's active call; other numbers are inactive results; i = inactive; ? = inconclusive; · = no result given; & = joins results of further samples.

SMILES	RAD54 inh	INS-1E GSIS act	XiGFP reactiv	DENV2 CPE rescue	E-sel inducer	CFTR F508del cor	RAD52 anneal inh	CASP6 VEID inh
O=C(CN1CCN(C(=O)c2ccco2)CC1)Nc1ccc(Br)cc1	11.1	-10.5	0.0	-3.8	·	-1.9	-13.6	-3.4
CCSc1nnc(NC(=O)CSc2nncc(=O)n2N)s1	5.9	6.8	0.1	0.4	·	-1.3	-17.7	0.9
O=C(NCCC(=O)N1CCCC1)c1ccccc1Cl	-4.0	20.5	-0.1	1.5	0.0	-0.4	-12.1	-6.8
C[C@H]1CN([C@@H](C)CO)C(=O)c2cc(-c3cccc(F)c3)cnc2O[C@H]1CN(C)Cc1cccc(F)c1	·	-20.8	-1.3	·	-0.2	-2.6	·	·
CCNC(=O)Nc1cc(S(=O)(=O)Nc2ccc(OC)cc2)ccc1N1CCOCC1	-0.1	-21.5	·	·	·	·	6.7	4.1
COc1ccc(Cl)cc1-c1nc(SCC(=O)NC2CCS(=O)(=O)C2)n[nH]1 (centres undefined)	-10.5	-6.7	0.0	?	·	-0.9	-0.2	-3.0
CC1N=C(SCC(=O)c2ccc(F)cc2)N2C(C)N=C(SCC(=O)c3ccc(F)cc3)N12 (centres undefined)	11.9	·	0.1	1.7	0.4	-1.5	-17.4	-2.4
O=C(O)c1cccc(NC(=S)N/N=C/c2c[nH]c3ccccc23)c1	-4.4	2.9	0.7	5.0	·	0.0	-19.7	4.5
COc1cccc(C#Cc2cnc3c(c2)C(=O)N([C@@H](C)CO)C[C@@H](C)[C@H](CN(C)C(=O)C2CCCCC2)O3)c1	-26.6	-5.9	0.0	-4.2	0.0	1.9	-3.4	-1.4
CC(=O)Nc1cccc(C(=O)OCC(=O)NC(=O)NC2CCCC2)c1	0.5	-5.2	0.2	-4.1	6.4	4.7	-6.1	0.5
O=C(C#Cc1ccccc1)c1ccco1	-2.6	3.3	2.6	10.4	·	-5.7	-12.3	5.7
CC(C)C(OC(=O)c1cc2c(s1)CCCCC2)C(=O)NC(N)=O (centres undefined)	-6.7	6.0	0.1	·	0.6	·	·	·
CCOc1ccc(N(CC(=O)NC2CCCC2)C(=O)CCC(=O)Nc2nc(C)cs2)cc1	-6.0	25.0	0.9	-0.2	·	-4.4	-17.2	·
COc1ccc(NC(=O)c2ccccc2NC(=O)CSc2ccc(C)cc2)cc1	5.8	2.6	·	·	·	-1.2	-7.7	-2.3
CCOC(=O)c1ccccc1NC(=O)COC(=O)C(CC(C)C)NC(N)=O (centres undefined)	·	-12.9	0.1	5.0	-1.1	-0.6	-3.6	·
C[C@@H]1CN([C@@H](C)CO)C(=O)Cc2cc(NC(=O)CCC(F)(F)F)ccc2O[C@@H]1CN(C)Cc1ccc2c(c1)OCO2	-7.9	-7.9	0.0	-2.0	1.2	-0.7	22.5	4.3
C[C@@H]1CN([C@@H](C)CO)C(=O)c2cc(NC(=O)CCCCCC(=O)Nc3ccccc3N)ccc2O[C@@H]1CN(C)S(=O)(=O)c1cccs1	4.6	-18.6	0.2	-2.7	·	4.3	-1.2	-2.8
CN1C=CC(=O)[C@@H](OC(=O)Nc2ccc(Br)cc2)[C@H]1c1ccccc1Br	6.8	13.7	0.1	-1.4	·	2.3	-2.9	0.9
O=C1OCc2ccc(NC(=O)C3CC3)cc21	12.4	14.0	0.0	·	3.7	-1.7	-6.4	-2.7
Cc1cccc(CSc2ccc3nnc(-c4ccccn4)n3n2)c1	·	-27.9	0.1	0.2	-0.1	0.5	3.5	12.4
CCC(=O)N1CC2(CN(Cc3ccc(F)cc3)C2)c2c(n(C)c3cc(OC)ccc23)[C@H]1CO	·	-5.5	0.1	19.8	-0.3	2.0	16.6	-1.6
CN(C)NC(=S)Nc1cccc(Cl)c1	11.1	-0.6	0.3	0.6	-0.3	0.2	6.2	-1.3
OC(c1ccc(Cl)c(F)c1)c1ncc(-c2ccc(Oc3ccccc3)cc2)[nH]1 (centres undefined)	-2.3	·	-0.1	·	-0.5	-5.5	-104.8	-3.7
C[C@@H]1CN([C@@H](C)CO)C(=O)c2cc(NC(=O)CCN3CCOCC3)ccc2O[C@H]1CN(C)Cc1ccc(-c2ccccc2)cc1	-0.2	-0.8	-0.5	-1.0	-0.1	-3.0	-2.4	4.6
CCCC(=O)N1C[C@@H]2[C@H](c3ccccc31)[C@H](CO)N2C(=O)Nc1ccccc1	-1.5	5.5	0.1	3.0	-0.3	1.9	1.3	-1.1
CC1CC(NC(=O)/C=C/C(=O)O)CC(C)(C)C1 (centres undefined)	-1.9	12.3	0.2	3.8	·	3.1	-7.4	-2.0
CN(C)S(=O)(=O)c1cc(NC(=O)COC(=O)/C=C/c2ccco2)ccc1Cl	·	-14.6	0.2	3.6	-0.1	0.9	-48.4	10.1
O=C(c1ccccc1)c1ccc(O)cc1O	·	5.8	0.1	-3.7	0.4	2.8	i	1.9
Cc1cc(NCc2ccccc2)n2ncc(-c3ccccc3)c2n1	7.3	-6.8	0.1	1.1	1.6	-0.6	-4.7	0.1
O=C(C1CCCC1)N1C[C@H]2[C@@H](c3ccccc31)[C@H](CO)N2C(=O)Nc1cccc(F)c1	-5.6	-16.7	0.1	-0.8	-0.1	1.3	-5.6	-2.2
O=C(C[C@H]1CC[C@@H]2[C@H](COC[C@@H](O)CN2S(=O)(=O)c2ccc(F)cc2)O1)N[C@H]1CCN(Cc2ccccc2)C1	5.1	-1.7	-0.1	3.2	-0.2	2.2	11.9	0.4
C/C=C/c1ccc([C@@H]2[C@H]3CN(S(=O)(=O)c4ccc(OC)cc4)CCCCN3[C@H]2CO)cc1	-6.2	17.9	0.0	·	0.9	1.2	-4.9	·
CCCCCC(=O)N/N=C/c1cccs1	·	-4.0	·	-1.6	·	-0.9	-11.8	-5.2
O=C(c1ccccn1)N1CC2(C1)[C@H](c1ccccc1)[C@@H](CO)N2Cc1cccnc1	·	7.4	0.1	-2.9	0.2	-1.9	-9.2	-0.8
O=C(O)c1ccc(N/C(=N\S(=O)(=O)c2ccc(Cl)cc2)c2ccccc2)cc1	-2.2	40.6	0.1	2.7	-0.1	0.5	-7.3	1.4
O=C(CCS(=O)(=O)c1ccccc1)Nc1ccc(-c2nc3ccccc3s2)cc1	·	-3.1	0.1	-6.7	·	-1.4	-8.9	-0.2
O=C(Oc1ccc(Oc2ccccc2)cc1)N1CCC(O)CC1	-11.4	-0.9	0.0	-0.3	0.0	2.6	-14.2	-3.3
CCOc1ccc(/C=N/NC(=O)c2c(-c3ccccc3)noc2C)cc1	·	4.0	-0.1	-1.7	3.1	0.2	-13.0	-0.9
Cc1c(OCc2ccc([N+](=O)[O-])cc2)ccc2c3c(c(=O)oc12)CCC3	2.7	12.6	0.0	·	7.1	3.0	·	·
Cc1ccccc1OCC(=O)NC(=S)Nc1ccccc1N1CCN(S(C)(=O)=O)CC1	2.6	0.4	0.0	-6.2	0.9	-0.1	-17.2	2.8
Cc1onc(-c2c(F)cccc2Cl)c1C(=O)N=C(N)N1CC(C)OC(C)C1 (centres undefined)	·	12.4	0.0	4.2	·	1.2	-16.7	-1.5
Cc1cc(NC(=O)c2ccc(F)cc2)n(CCOC(=O)c2ccc(F)cc2)n1	·	1.1	0.5	3.0	-0.1	·	-6.3	-0.3
CN(C(=O)C1CC1)c1ccccc1	·	11.4	0.0	1.9	0.0	0.9	0.5	-2.6
C[C@H]1CN([C@@H](C)CO)C(=O)c2cccc(NC(=O)c3cnccn3)c2O[C@@H]1CN(C)Cc1ccc(C(=O)O)cc1	1.6	0.2	-0.8	-1.7	-3.6	2.5	-3.2	-1.8
Cc1ccccc1CN1C[C@@H]2C[C@@H](c3cn[nH]c3-c3ccc(F)cc3)N3CCC[C@@]23C1=O	·	-5.1	0.0	-0.9	·	7.4	-14.1	2.8
CCCCCNCc1ccc(Br)cc1	·	14.3	·	-8.0	·	0.9	-0.6	-4.1
Cc1occc1C(=O)N1CCN(c2ccc([N+](=O)[O-])cc2)CC1	5.7	4.3	0.0	1.0	-0.2	0.5	-23.0	-2.9
COc1ccc(CN(C)C[C@H]2Oc3ccc(NS(=O)(=O)c4cn(C)cn4)cc3CC(=O)N([C@@H](C)CO)C[C@H]2C)cc1	-8.5	8.1	0.1	·	-18.3	1.4	-0.8	·
NC(=O)C(=O)N/N=C1\CCc2ccccc21	1.1	7.1	0.0	·	·	0.5	-3.9	5.7
CN1C(=O)c2cc(NC(=O)c3ccc(F)cc3)ccc2OC[C@@H]2O[C@H](CC(=O)NCC3CCCCC3)CC[C@@H]21	-5.2	-4.1	0.2	-26.7	0.0	-3.6	-1.1	-0.9
(listing goes on)
SMILES	RAD54 inh	INS-1E GSIS act	XiGFP reactiv	DENV2 CPE rescue	E-sel inducer	CFTR F508del cor	RAD52 anneal inh	CASP6 VEID inh
NC(=O)N/N=C/c1ccc(OCc2cccc(Cl)c2)cc1	·	5.7	0.0	-1.6	4.4	-3.6	-7.7	3.6
O=C(N/N=C/c1ccncc1)c1cccc(NC(=O)c2ccc(Cl)cc2)c1	·	5.1	0.2	·	-0.1	4.1	-12.1	0.7
C[C@@H]1CN([C@H](C)CO)C(=O)CCCn2nncc2CO[C@H]1CN(C)S(=O)(=O)c1ccc(C#N)cc1	-1.5	-6.4	0.2&-0.4	10.5&-5.5	0.8	2.7&-1.1	-0.2&-2.5	-1.6&-0.9
CCOc1ccc(C(=O)CCC(=O)NNC(=O)CCN2CCN(c3ccccc3)CC2)cc1	-7.6	·	0.0	-7.1	-0.2	0.3	-10.1	-2.8
CN(CC(=O)Nc1ccc(F)c(F)c1F)C(=O)C1CCCC1	-4.2	1.9	-0.1	-8.5	-0.3	0.3	-3.7	0.8
COc1ccc(C(=O)Nc2cccc3c2CCCC3)c(OC)c1	-7.2	·	0.0	-2.1	-0.1	-6.7	-3.3	-5.3
O=C(NCc1ccccc1Cl)c1ccc(S(=O)(=O)NCc2ccco2)cc1	6.8	-16.6	0.2	-3.4	-0.1	-0.6	-10.6	2.6
COc1ccc(C(C#N)=Cc2cc(OC)c(OC)c(OC)c2)cc1	·	-0.7	0.7	-2.3	1.5	-3.2	11.3	1.5
CC1=CC(=O)C2=C(C)CCC3C(C)C(=O)OC3C12 (centres undefined)	-6.4	·	·	21.6*	·	-0.3	-1.0	-0.6
O=C(CN1C(=O)NC2(CCCC2)C1=O)OCc1cccc(Br)c1	0.1	-35.1	0.0	1.0	0.5	6.5	-5.3	1.5
N#Cc1ccc(S(=O)(=O)NCCc2ccncc2)cc1	-1.6	-10.7	0.0	1.1	-0.1	-3.3	-16.6	-6.3
O=C(C[C@@H]1C=C[C@@H](NC(=O)C2CC2)[C@H](CO)O1)NCc1ccncc1	5.3	12.9	0.0	14.3	0.0	1.0	-24.6	0.1
Cc1ccc(-c2ccccc2[C@@H]2[C@H](C#N)N(c3ncc(-c4ccccc4)s3)[C@H]2CO)cc1	·	3.4	0.0	1.8	0.1	-0.2	-16.1	-0.7
CC(=O)Nc1cccc(-c2csc(Nc3ccc(Cl)cn3)n2)c1	·	4.7	0.0	-3.4	2.0	-0.7	7.2	0.9

Source: PubChem BioAssay (Broad Institute)
